# Cycloheximide cs: Cycloheximide Counterscreen for Small Molecule Inhibitors of Shiga Toxin; max response, %; hit rate 12% among 300,000; cell reporter, cycloheximide protein synthesis inhibition counterscreen; AID 2314, 2010; in the data active means max response mostly above about 13%, no sharp cut-off; inactive means mostly below about 14%; further: read at 38.3 µM for the half of the compounds with a filed dose; 0% is about no effect
# AMA1 RON2 block: qHTS for Inhibitors of AMA1-RON; Towards Development of Antimalarial Drug Lead: Primary Screen; Plasmodium falciparum AMA1 (3D7) - RON2 peptide interaction; AlphaScreen AMA1-biotinylated RON2 peptide binding; Potency, µM (doses to about 58.2 µM), without a hit: at the highest dose activity change, negative = inhibition, hits mostly inhibitors; hit rate 0.2% among 360,000; AID 720542, 2013;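 further: potency means the concentration at half of the fitted maximal effect; 0% = vehicle wells and -100% = peptide control; nearly all actives have a fitted effect of over 45% in size; some results filed as inactive show a strong effect at the top dose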
#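 AMA1 (3D7) with his tag at 25 nM final met compounds first, then biotinylated RON2 peptide at 25 nM; detection used donor plus acceptor beads, 10 µg/mL apiece, read by AlphaScreen after 30 min at room temperature.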
# TbPYK inhibitor: qHTS of Trypanosoma Brucei Inhibitors; pyruvate kinase (Trypanosoma brucei), Q57TT1; TbPYK enzyme, Kinase-Glo Plus ATP luminescence, 45 min; Potency, µM (titrated, usually from 76.8 µM), without a hit: at the highest dose activity, negative = inhibition, usual class: inhibitors; hit rate 0.12% among 410,000; further: potency means the concentration at half of the fitted maximal effect; on the % scale 0 is the no-effect control and ±100 the full control effect; nearly all actives have a fitted effect of over 50% in size
#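 Activity of T. brucei pyruvate kinase was followed by Kinase-Glo Plus luminescence after the enzyme reacted 45 min at room temperature with 130 uM ADP (final) and substrate. Test compounds were added before ADP at multiple concentrations.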
# LmPK inhibitor: qHTS Assay for Inhibitors of Leishmania Mexicana Pyruvate Kinase (LmPK). purified LmPK, Kinase-Glo ATP luminescence, 1 h. Potency, µM (series often up to 57.5 µM), without a hit: at the top dose activity change, negative = inhibition, usual class: inhibitors. Q27686. hit rate 0.37% among 290,000; further: potency means the concentration at half of the fitted maximal effect; on the % scale 0 is the no-effect control and ±100 the full control effect
# Target sequence (Q27686 whole entry, looked up): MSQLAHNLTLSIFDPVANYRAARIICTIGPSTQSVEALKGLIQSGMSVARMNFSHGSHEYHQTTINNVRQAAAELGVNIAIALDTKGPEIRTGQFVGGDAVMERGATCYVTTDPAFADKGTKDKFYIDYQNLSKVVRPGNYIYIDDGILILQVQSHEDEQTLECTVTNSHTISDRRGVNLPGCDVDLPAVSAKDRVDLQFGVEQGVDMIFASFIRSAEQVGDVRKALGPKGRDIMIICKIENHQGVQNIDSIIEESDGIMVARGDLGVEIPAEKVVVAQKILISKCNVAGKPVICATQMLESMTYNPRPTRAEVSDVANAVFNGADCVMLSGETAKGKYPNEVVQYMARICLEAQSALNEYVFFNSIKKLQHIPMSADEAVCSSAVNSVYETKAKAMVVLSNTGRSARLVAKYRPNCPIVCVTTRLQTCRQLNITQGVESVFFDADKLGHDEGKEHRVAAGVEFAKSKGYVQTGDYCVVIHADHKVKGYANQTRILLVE
#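 Purified LmPK (0.1 nM) converted ADP (0.1 mM) to ATP with PEP (0.5 mM) in imidazole buffer pH 7.2 with KCl and MgCl2, 1 h at room temperature. ATP was read by Kinase-Glo luminescence; data normalized to uninhibited and no-enzyme controls.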
# Shiga toxin inh: A qHTS for Small Molecule Inhibitors of Shiga Toxin; Vero cells, Shiga toxin protein synthesis inhibition reporter; inhibition, % at 38.7 µM; hit rate 9.2% among 290,000; in the data active means inhibition mostly above about 28%, no sharp cut-off; inactive means mostly below about 43%; further: 0% is about no effect
# Pf growth 96h: Primary qHTS for delayed death inhibitors of the malarial parasite plastid, 96 hour incubation; P. falciparum luciferase reporter growth, 96 h; Potency, µM (top dose mostly 28.7 µM), without a hit: at the highest dose activity change, negative = inhibition, hits mostly inhibitors; hit rate 6.9% among 320,000; AID 504834, 2011; further: potency means the concentration at half of the fitted maximal effect; on the % scale 0 is the no-effect control and ±100 the full control effect
#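 Luminescence readout: decreased luciferase signal marks inhibited growth of reporter-expressing P. falciparum in infected red cells (2% hematocrit, 0.05% parasitemia final), exposed to compound two generations (96 h, 37 C, 5% CO2).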
# Pf growth 48h: Primary qHTS for delayed death inhibitors of the malarial parasite plastid, 48 hour incubation. P. falciparum luciferase growth in erythrocytes, 48 h. Potency, µM (series often up to 28.7 µM), without a hit: top-dose activity change, negative = inhibition, hits mostly inhibitors. hit rate 5.9% among 310,000; further: potency means the concentration at half of the fitted maximal effect; on the % scale 0 is the no-effect control and ±100 the full control effect
#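 Compounds are pin-transferred into medium, infected erythrocytes (2% hematocrit, 0.1% parasitemia final) are added, and plates sit one parasite generation at 37 C in 5% CO2. Detection reagent is then added and luminescence measured.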
# Active calls of the source: *; ? = inconclusive; . = not tested or not shown; [ ] = remark or other dose. Unless noted, the call rests on the fitted dose curve; in most records, active means well fitted curve in the direction sought with a large enough effect; inconclusive means small, poorly fitted or top-dose-only effect, or another doubt; inactive means no such curve, though single readings can be large; an effect the other way counts as inactive or inconclusive.
SMILES,Cycloheximide cs,AMA1 RON2 block,TbPYK inhibitor,LmPK inhibitor,Shiga toxin inh,Pf growth 96h,Pf growth 48h
CC(C)[C@H](NC(=O)[C@@H]1Cc2c([nH]c3ccccc23)C2c3ccccc3C(=O)N21)C(=O)NCC1CCCO1 (some centres undefined),-3,0%,3%,-2%,-3,?,?
Cc1cccc(-c2n[nH]c(=S)n2/N=C/c2ccco2)c1,-1,72%[activator],?,-7%,-13,39%,36%[activator]
Cc1occc1C(=O)NCCCc1ccccc1,25*,-5%,-12%,-1%,117,.,35%[activator]
CCN(CC)P(=O)(Nc1ccc(Br)cc1)c1c(C)nn(CCC#N)c1NC(=O)c1ccc(Cl)cc1 (centres undefined),3,-12%,-1%,12%,20,?,?
Cn1c(=O)n(Cc2ccccc2)c(=O)c2c1nc1n2CCS1,-1,-1%,6%,-6%,-9,0%,?
c1ccc(Cn2ncc3c2ncn2c(-c4ccncc4)nnc32)cc1,6,.,.,1%,29,7%,25%
CCCCn1c(=N)n(CC(O)COc2cccc(C)c2)c2ccccc21 (centres undefined),-7,-9%,-2%,-1%,-14,?,7.4µM*
O=C(c1ccc(Cl)c(Cl)c1)N1CCC(O)(CN2CCOCC2)CC1,-7,8%,5%,1%,11,2%,-2%
O=C(COC(=O)/C=C/c1cccc(F)c1)Nc1ccccc1,0,13%,-5%,5%,17,-25%,8%
O=C(c1cc(F)c(F)cc1Cl)N1CCCCC1,-4,7%,-5%,6%,-6,?,-1%
CC(=O)Oc1cccc(C(=O)Nc2ccc(NC(=O)c3cccs3)cc2)c1,42*,-3%,3%,3%,163*,-17%,31%[activator]
O=[N+]([O-])c1cccc(-c2noc(COc3ccccc3)n2)c1,27*,-16%,-3%,0%,43,117%[activator],-12%
O=C(CN1C2CCCC1CC(NC(=O)C1CCCCC1)C2)Nc1ccccc1C(F)(F)F (centres undefined),-6,-11%,3%,-2%,21,9%,?
COc1ccc(N(C(=O)c2ccco2)C(C(=O)NC2CCCC2)c2ccccc2)cc1 (centres undefined),1,-13%,-1%,0%,-7,-14%,-12%
CN1CCN(C(CNS(=O)(=O)c2cccs2)c2cccnc2)CC1 (centres undefined),-3,15%,3%,-7%,-3,8%,22%
CN1CCN(/N=C/c2ccc(N(C)c3ccccc3)cc2)CC1,34*,-21%,5%,-1%,59*,26%,0%
O=C(CSc1nnc(NC(=O)c2ccc(F)cc2)s1)NCc1ccco1,29*,19%,-4%,-5%,45*,196%[activator],-18%
O=C(Cc1ccc(Cl)c(Cl)c1)Nc1cccnc1,-3,-13%,0%,-3%,6,-5%,-3%
CC(OC(=O)CN1C(=O)NC2(CCCC2)C1=O)C(=O)c1ccc(C(C)(C)C)cc1 (centres undefined),.,9%,0%,.,.,27%,4%
O=C(c1ccccc1-c1ccccc1)N1CCN(c2ccccn2)CC1,-3,-23%,-1%,2%,-9,.,?
O=C(NCc1ccccc1)C(c1ccccc1)N(C(=O)c1csnn1)C1CC1 (centres undefined),1,-2%,1%,0%,-3,-11%,-4%
COc1cc(C(=O)NCCc2cn3ccc(C)cc3n2)cc(OC)c1OC,-2,0%,-3%,-2%,18,?,-27%
O=C(NC(Cc1ccccc1)C(=O)O)/C(=C/c1cccc(Br)c1)NC(=O)c1ccco1 (centres undefined),6,21%,-1%,-5%,-2,0%,10%
COc1cccc(CNc2ccc(F)c(Cl)c2)c1OC,2,-8%,-8%,5%,-10,10µM*,.
CS(=O)(=O)N(CC(=O)Nc1ccc2c(c1)OCO2)c1ccc2c(c1)OCO2,1,-2%,1%,-2%,15,27%,.
COc1ccc(/C=N/NC(=S)NCc2ccccc2)cc1OC,-4,42%[activator],3%,2%,3,52%[activator],15%
O=C(O)CCc1nn2c3ccccc3nc2n(Cc2ccccc2)c1=O,-3,-4%,-1%,-1%,4,?,16%
COCCCNc1c2c3c(cccc3[nH]c1=O)C(=O)c1ccccc1-2,38,37%[activator],-17%,-20%,17,?,.
CC(C)=CCC/C(C)=C/CC/C(C)=C/CC/C(C)=C/CC1=C(C)C(=O)c2ccccc2C1=O,-6,-8%,3%,-5%,15,5.2µM*,12µM*
COc1ccc(NC(=O)c2ccc(NC(=O)CSc3nccc(=O)[nH]3)cc2)cc1,-1,-1%,-2%,2%,2,38%[activator],5%
COc1cccc(CN2CCCC(CNC(=O)c3ccc(F)cc3)C2)c1OC (centres undefined),-1,5%,-2%,-9%,-35,-4%,-11%
N#CCCn1cc(C(=O)NCc2ccccc2)c(-c2ccccc2)n1,-2,20%,3%,5%,-5,14%,-17%
CC1(C)CC(CC(=O)O)(c2ccc(Cl)cc2)CCO1 (centres undefined),-1,0%,-4%,3%,-17,.,-3%
O=C(NCc1cccc(Cl)c1)NC(=O)c1csc([N+](=O)[O-])c1,-2,-4%,1%,-1%,4,0%,9%
Cc1noc(NS(=O)(=O)c2ccc(N/C=C\C(=O)c3ccncc3)cc2)c1C,-3,-10%,-4%,0%,-5,?,.
Cn1c(CN2CCN(S(C)(=O)=O)CC2)nc2cc([N+](=O)[O-])ccc21,-2,-8%,6%,-5%,-7,25%,25%

# Entries of single compounds, quoted from the list. Values in the order: Cycloheximide cs | AMA1 RON2 block | TbPYK inhibitor | LmPK inhibitor | Shiga toxin inh | Pf growth 96h | Pf growth 48h
# Profile of CC1(C)CC(CC(=O)O)(c2ccc(Cl)cc2)CCO1 (centres undefined) : -1 | 0% | -4% | 3% | -17 | . | -3%
# Profile of CS(=O)(=O)N(CC(=O)Nc1ccc2c(c1)OCO2)c1ccc2c(c1)OCO2 : 1 | -2% | 1% | -2% | 15 | 27% | .
# Profile of CC(C)=CCC/C(C)=C/CC/C(C)=C/CC/C(C)=C/CC1=C(C)C(=O)c2ccccc2C1=O : -6 | -8% | 3% | -5% | 15 | 5.2µM* | 12µM*

# Continued:
SMILES,Cycloheximide cs,AMA1 RON2 block,TbPYK inhibitor,LmPK inhibitor,Shiga toxin inh,Pf growth 96h,Pf growth 48h
Cc1ccc(-n2ncc3c(=O)n(CC(=O)N4CCN(c5ccccc5F)CC4)cnc32)cc1C,-2,-5%,0%,1%,-3,0%,12%
Cn1c(C(=O)N2CCOCC2)cnc1Sc1ncc(C(F)(F)F)cc1Cl,3,3%,-6%,-10%,-6,-25%,.
Fc1ccc(NC(=S)Nc2cccnc2)c(F)c1F,-2,4%,-3%,1%,19,17%,-12%[5.75 µM]
COC(=O)c1[nH]c(C)c(/C(O)=C2\C(=O)C(=O)N(CCN3CCOCC3)C2c2ccco2)c1C (centres undefined),1,-11%,6%,5%,15,11%,4%
CCOc1ccc(CNC(=O)CCc2cn(C)c3ccccc23)cc1OC,1,-5%,1%,10%,-18,22%,17%
Cn1c(NCCCN2CCOCC2)nc2c1c(=O)n(Cc1ccc(Cl)cc1)c(=O)n2C,1,-3%,11%,1%,-6,2%[5.75 µM],?
CN(C)S(=O)(=O)c1ccc(Cl)c(NC(=O)CSc2nc3ccccc3c(=O)n2CCCN2CCOCC2)c1,-5,-1%,-9%,-2%,7,10µM*,?
CC(C)(C)C(=O)Nc1ccc(-c2cc3cc(Cl)ccc3o2)cc1,81*,-1%,2%,9%,124*,141%[activator],113%[activator]
COc1ccc(CCNC(=O)C2CCN(C(=O)c3ccc(Br)cc3)CC2)cc1,-1,0%,2%,10%,.,?,?
COc1ccc(-n2ccnc2SCC(=O)NCc2ccccc2)c(OC)c1,6,-24%,-2%,-5%,-4,-22%,-5%
O=C1OC(N2C(=O)CC[C@H]2C(=O)Nc2cccc(F)c2)c2ccccc21 (some centres undefined),-1,0%,-7%,-1%,-8,-6%,30%[activator]
CS(=O)(=O)c1ccc2nc(NC3(C(F)(F)F)N=C4SCCN4C3=O)sc2c1 (centres undefined),3,19%,5%,3%,-9,.,.

# 4 of these compounds, set out differently:
CN(C)S(=O)(=O)c1ccc(Cl)c(NC(=O)CSc2nc3ccccc3c(=O)n2CCCN2CCOCC2)c1
- Cycloheximide cs: -5
- AMA1 RON2 block: -1%
- TbPYK inhibitor: -9%
- LmPK inhibitor: -2%
- Shiga toxin inh: 7
- Pf growth 96h: 10µM*
- Pf growth 48h: ?
CC(C)(C)C(=O)Nc1ccc(-c2cc3cc(Cl)ccc3o2)cc1
- Cycloheximide cs: 81*
- AMA1 RON2 block: -1%
- TbPYK inhibitor: 2%
- LmPK inhibitor: 9%
- Shiga toxin inh: 124*
- Pf growth 96h: 141%[activator]
- Pf growth 48h: 113%[activator]
COc1ccc(CCNC(=O)C2CCN(C(=O)c3ccc(Br)cc3)CC2)cc1
- Cycloheximide cs: -1
- AMA1 RON2 block: 0%
- TbPYK inhibitor: 2%
- LmPK inhibitor: 10%
- Shiga toxin inh: .
- Pf growth 96h: ?
- Pf growth 48h: ?
COc1ccc(-n2ccnc2SCC(=O)NCc2ccccc2)c(OC)c1
- Cycloheximide cs: 6
- AMA1 RON2 block: -24%
- TbPYK inhibitor: -2%
- LmPK inhibitor: -5%
- Shiga toxin inh: -4
- Pf growth 96h: -22%
- Pf growth 48h: -5%

# Further structures follow:
SMILES,Cycloheximide cs,AMA1 RON2 block,TbPYK inhibitor,LmPK inhibitor,Shiga toxin inh,Pf growth 96h,Pf growth 48h
COc1ccc(C(=O)N2CCN(S(=O)(=O)c3ccc(C)cc3C)CC2)cc1OC,11,-8%,0%,-1%,-10,38%[activator],-15%
CCc1cc(=O)oc2cc(C)cc(OCC(=O)NCCN3CCOCC3)c12,-3,6%,2%,2%,4,10%,9%
O=C(OCc1cccc([N+](=O)[O-])c1)c1ccc2ccccc2n1,23,-6%,1%,10%,57,27%,82%[activator]
Cc1c(OCc2ccc(C(=O)O)o2)ccc2c3c(c(=O)oc12)CCC3,21,-3%,0%,11%,84*,?,57%[activator]
CC1(C)CC(=O)c2c(O)cc(OCc3ccc([N+](=O)[O-])cc3)cc2O1,20,3%,11%,4%,40,213%[activator],69%[activator]
O=C(NCc1cccnc1)c1cc(Sc2cccc(Cl)c2)nc2ccccc12,-3,4%,2%,1%,-11,-1%,?
